Source: PubChem BioAssay (several laboratories)
Vif imaging: HIV Vif inhibition; HEK293T cells, Vif self-association by quenched fluorescence, imaging, 24 h; inhibition, % at 7.49 µM; 340,000 compounds, 0.35% hits; AID 602346; in the data active means inhibition above about 50%, passing the limit was not always enough; inconclusive means no clear call, values can overlap the other calls; inactive means below about 31%; further: some results filed as inactive read as strong as hits
Glyco luc inh: N-linked glycosylation inhibition; D54 ERlucT glycosylation luciferase reporter, 24 h; percent of 100 nM tunicamycin response; reporter increase, % at 12.5 µM; 360,000 compounds, 0.23% hits; AID 588692;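 active means mean luciferase reporter signal, scaled so untreated is 0 and the glycosylation-blocking control 100, at or above a set limit in every replicate; inconclusive means mean reaches the limit but not every replicate does; inactive means mean below the limit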;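 further: luciferase carries N-glycosylation sites so blocking glycosylation raises the light; 0% = median of neutral control wells and 100% = median of 100 nM tunicamycin wells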
HTR2A ag: agonists of mouse serotonin 5-HT2A receptor (HTR2A). P35363. CHO-K1 mHTR2A beta-arrestin complementation, luminescence; percent of 30 µM serotonin response. activation, % at 7.6 µM. 360,000 compounds, 0.66% hits. AID 624169;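 active means activation above a run cutoff, the mean activation of all tested compounds plus 3 SD, cut at about 14% in these data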;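 further: 0% = plate median of compound wells and 100% = 30 µM serotonin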
Target sequence (P35363 whole entry, looked up): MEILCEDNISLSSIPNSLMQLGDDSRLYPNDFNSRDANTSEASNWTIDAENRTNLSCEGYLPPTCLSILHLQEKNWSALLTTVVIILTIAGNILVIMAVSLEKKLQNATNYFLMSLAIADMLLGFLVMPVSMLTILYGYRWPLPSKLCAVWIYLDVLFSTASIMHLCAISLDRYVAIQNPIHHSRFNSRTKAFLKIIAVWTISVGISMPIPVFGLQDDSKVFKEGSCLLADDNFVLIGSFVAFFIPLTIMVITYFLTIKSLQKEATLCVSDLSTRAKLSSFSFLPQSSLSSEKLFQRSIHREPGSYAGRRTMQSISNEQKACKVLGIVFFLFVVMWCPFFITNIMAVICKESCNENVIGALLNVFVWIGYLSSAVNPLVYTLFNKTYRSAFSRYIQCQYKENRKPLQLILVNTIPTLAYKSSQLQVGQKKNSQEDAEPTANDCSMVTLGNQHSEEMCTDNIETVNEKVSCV
CaV13 FRET inh: Disruptors of the CACNA1D IQ motif to Ca2+-dependent inactivation inhibitor domain association, primary screening, Förster resonance energy transfer in intact living …; HEK cells, CFP/YFP FRET ICDI-IQ, plate reader, 10 min; percent FRET-ratio fall versus neutral wells; inhibition, % at 12.3 µM; 340,000 compounds, 0.098% hits; AID 743397;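 active means mean replicate inhibition of at least 30% and at least 1% of replicates passing that level; inconclusive means only one of the two criteria is met; inactive means neither criterion is met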;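 further: 0% = median of the neutral control wells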
aDG glyco act: alpha-DG glycosylation activation. Pro5-aDG cells, alpha-DG glycosylation AlphaScreen (IIH6); 0% Pro5, 100% B10-LARGE cell signal. activation, % at 10 µM. 360,000 compounds, 0.22% hits. AID 624168;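 active means activation of at least 8% versus controls, or a plate z-score of at least 8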;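 further: Pro5 are CHO cells carrying HIG-tagged alpha-DG that lacks glycosylation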
Cardio protect: protects H9c2 cardiomyocytes from peroxide injury | H2O2 injury protection, ATPLite, 2 h | protection from H2O2 cell death, % at 20 µM | 360,000 compounds, 0.63% hits | AID 588492;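 active means compounds giving at least 50% protection of heart cells from peroxide-induced death in the single-dose screen, raw or plate-pattern-corrected value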;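 further: 0% = DMSO wells with peroxide and 100% = DMSO wells without peroxide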
hiPSC survival: hiPSC single-cell survival enhancement; ATPlite luminescence; 100% = ROCK inhibitor wells, 0% = DMSO; survival enhancement, % at 20 µM; 360,000 compounds, 0.044% hits; AID 602274; in the data active means survival enhancement above about 18%;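 further: cells exposed to compounds for 16 hours before the ATP read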
PDI turbidity: inhibitors of human protein disulfide isomerase; P07237; PDI insulin aggregation turbidity, A650, 90 min; inhibition, % at 10 µM; 350,000 compounds, 0.052% hits;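 active means mean inhibition across replicates of 30% or more, whatever share of single replicates reach that level; inconclusive means mean inhibition below 30% while every single replicate reaches 30%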;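 further: absorbance from insulin aggregation driven by PDI reduction with DTT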
Target sequence (P07237 whole entry, looked up): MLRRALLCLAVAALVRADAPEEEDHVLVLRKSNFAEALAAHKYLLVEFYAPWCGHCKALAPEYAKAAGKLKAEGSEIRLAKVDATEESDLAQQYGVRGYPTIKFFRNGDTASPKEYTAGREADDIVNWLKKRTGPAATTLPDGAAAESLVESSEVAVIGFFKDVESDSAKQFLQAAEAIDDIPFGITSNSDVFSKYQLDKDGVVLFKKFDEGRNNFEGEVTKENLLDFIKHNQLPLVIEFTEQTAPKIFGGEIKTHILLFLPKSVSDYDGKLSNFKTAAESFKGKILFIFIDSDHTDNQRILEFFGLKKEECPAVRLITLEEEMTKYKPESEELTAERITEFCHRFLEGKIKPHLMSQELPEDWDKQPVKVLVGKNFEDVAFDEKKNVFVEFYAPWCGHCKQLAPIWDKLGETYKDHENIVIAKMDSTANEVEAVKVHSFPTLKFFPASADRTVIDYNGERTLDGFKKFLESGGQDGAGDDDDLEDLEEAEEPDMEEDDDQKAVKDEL
ABCB6 inh 2: inhibitors of human ABC transporter ABCB6; Q9NP58; K562-ABCB6 porphyrin accumulation, flow cytometry, 1 h; hits give low values; fluorescence ratio to DMSO, % at 10 µM; 360,000 compounds, 0.19% hits;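 active means fluorescence ratio to DMSO below 75%, the collection mean minus 3 SD; inconclusive means too few cells collected in the well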;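 further: signal is porphyrin accumulated inside mitochondria; 100% equals median channel fluorescence of DMSO control wells; lower ratio means ABCB6 inhibition with less porphyrin fluorescence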
Exocytosis inh: lytic granule exocytosis inhibition; TALL-104 LAMP-1 surface exposure, flow cytometry; cells stimulated with thapsigargin and PMA; inhibition, % at 10 µM; 360,000 compounds, 0.66% hits;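 active means inhibition above about 55%, limit read from the data; inconclusive means no clear call, values can overlap the other calls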
* marks the source's active call; other numbers are inactive results.

What do the screens show for `CNc1ccc(Br)cc(C(=O)/C=C/c2ccc(OC)cc2OC)c1=O`?
Vif imaging: 8; Glyco luc inh: -1; HTR2A ag: -2; CaV13 FRET inh: -5; aDG glyco act: -0.5; Cardio protect: 4; hiPSC survival: -1.1; PDI turbidity: 0; ABCB6 inh 2: 107; Exocytosis inh: -2

Results for O=C(Cc1ccc(F)cc1)NCCc1cnc[nH]1 ?
Vif imaging: -13; Glyco luc inh: 0; HTR2A ag: -1; CaV13 FRET inh: -17; aDG glyco act: -0.1; Cardio protect: -3; hiPSC survival: -0.1; PDI turbidity: -3; ABCB6 inh 2: 112; Exocytosis inh: -5

How did O=C(N/N=C/c1ccc(F)cc1)c1ccc(-n2cnnn2)cc1 do in these assays?
Vif imaging: 9; Glyco luc inh: -1; HTR2A ag: 0; CaV13 FRET inh: -7; aDG glyco act: 0.1; Cardio protect: 12; hiPSC survival: 0.1; PDI turbidity: 3; ABCB6 inh 2: 100; Exocytosis inh: 0

How did O=C(CSc1ccccc1)Nc1nnc(/C=C/c2ccccc2)s1 do in these assays?
Vif imaging: -1; Glyco luc inh: -3; HTR2A ag: 5; CaV13 FRET inh: -5; aDG glyco act: -0.1; Cardio protect: -5; hiPSC survival: 1.7; PDI turbidity: 7; ABCB6 inh 2: 91; Exocytosis inh: 0

Results for CNC(=O)CN(c1ccc2c(c1)OCCO2)S(C)(=O)=O ?
Vif imaging: 1; Glyco luc inh: 1; HTR2A ag: 2; CaV13 FRET inh: -5; aDG glyco act: -0.3; Cardio protect: 8; hiPSC survival: 0.5; PDI turbidity: 3; ABCB6 inh 2: 102; Exocytosis inh: 2

How did CCOc1ccc(NC(=O)c2cc(Cl)nc3ccccc23)cc1 do in these assays?
Vif imaging: -4; Glyco luc inh: 5; HTR2A ag: -2; CaV13 FRET inh: -2; aDG glyco act: 0.0; Cardio protect: -1; hiPSC survival: -0.2; PDI turbidity: -4; ABCB6 inh 2: 97; Exocytosis inh: -8

Results for Cc1cc(C)c(NC(=O)/C(=C/c2ccco2)c2ccccc2)c(C)c1 ?
Vif imaging: 9; Glyco luc inh: 1; HTR2A ag: 12; CaV13 FRET inh: -4; aDG glyco act: 0.1; Cardio protect: -4; hiPSC survival: 3.1; PDI turbidity: -14; ABCB6 inh 2: 93; Exocytosis inh: 2

What do the screens show for `OC[C@@H](O)[C@H](O)C(/C=N/Nc1ccccc1)=N\Nc1ccccc1`?
Vif imaging: 4; Glyco luc inh: 2; HTR2A ag: -2; CaV13 FRET inh: -21; aDG glyco act: -0.1; Cardio protect: -1; hiPSC survival: -0.7; PDI turbidity: 2; ABCB6 inh 2: 97; Exocytosis inh: -5

What do the screens show for `COc1cc2[nH]c(=S)n(Cc3ccc(C)cc3)c(=O)c2cc1OC`?
Vif imaging: 6; Glyco luc inh: -10; HTR2A ag: -3; CaV13 FRET inh: -6; aDG glyco act: -0.2; Cardio protect: 8; hiPSC survival: 0.6; PDI turbidity: -2; ABCB6 inh 2: 102; Exocytosis inh: -3

What do the screens show for `CC1C(=O)OC(c2ccc(Br)cc2)C(C)(C)C1=O` (stereo unspecified)?
Vif imaging: 5; Glyco luc inh: 2; HTR2A ag: 4; CaV13 FRET inh: -4; aDG glyco act: -0.1; Cardio protect: 14; hiPSC survival: -0.2; PDI turbidity: -1; ABCB6 inh 2: 91; Exocytosis inh: -5

What do the screens show for `O=C(CN1CCN(S(=O)(=O)c2ccc(Cl)cc2)CC1)Nc1ccc(F)cc1F`?
Vif imaging: 5; Glyco luc inh: -2; HTR2A ag: 0; aDG glyco act: 0.6; Cardio protect: -18; hiPSC survival: 0.6; PDI turbidity: 2; ABCB6 inh 2: 95; Exocytosis inh: 2

Results for COCCn1nnnc1C(c1cc2cc(C)ccc2[nH]c1=O)N1CCN(C2CCCCC2)CC1 (stereo unspecified) ?
Vif imaging: 9; Glyco luc inh: -2; HTR2A ag: 3; CaV13 FRET inh: -8; aDG glyco act: -0.2; Cardio protect: 5; hiPSC survival: -0.5; PDI turbidity: 12; ABCB6 inh 2: 102; Exocytosis inh: 0

What do the screens show for `CCOc1cccc(CN2CCCC(C(=O)Nc3ccc(-c4ccn[nH]4)cc3)C2)c1O` (stereo unspecified)?
Vif imaging: 9; Glyco luc inh: -1; HTR2A ag: -3; CaV13 FRET inh: -7; aDG glyco act: 0.1; Cardio protect: 3; hiPSC survival: -0.4; PDI turbidity: 5; ABCB6 inh 2: 99; Exocytosis inh: 0

What do the screens show for `COc1ccc(-c2cc(C(=O)N3CCCC3)c3ccccc3n2)cc1OC`?
Vif imaging: -11; Glyco luc inh: -1; HTR2A ag: -4; CaV13 FRET inh: -12; aDG glyco act: -0.3; Cardio protect: 10; hiPSC survival: -0.2; PDI turbidity: 7; ABCB6 inh 2: 102; Exocytosis inh: 1

What do the screens show for `Cc1ccc(N(CC(O)CN2CCCC2)S(=O)(=O)c2ccccc2)cc1` (stereo unspecified)?
Vif imaging: 0; Glyco luc inh: -5; HTR2A ag: -2; CaV13 FRET inh: -8; aDG glyco act: -0.1; Cardio protect: 1; hiPSC survival: -0.1; PDI turbidity: -9; ABCB6 inh 2: 100; Exocytosis inh: 6

What do the screens show for `Cc1ccsc1C(=O)NNC(=O)c1ccccc1F`?
Vif imaging: 5; Glyco luc inh: -1; HTR2A ag: 5; CaV13 FRET inh: -10; aDG glyco act: 0.3; Cardio protect: -1; hiPSC survival: -2.4; PDI turbidity: -3; ABCB6 inh 2: 98; Exocytosis inh: 13

How did O=C(CN1C(=O)CSC1=O)Nc1ccccc1N1CCOCC1 do in these assays?
Vif imaging: -8; Glyco luc inh: 2; HTR2A ag: 4; CaV13 FRET inh: -4; aDG glyco act: -0.2; Cardio protect: -2; hiPSC survival: -2.6; PDI turbidity: -1; ABCB6 inh 2: 99; Exocytosis inh: 7

How did C=CCOc1cccc(CNn2cn[nH]c2=S)c1 do in these assays?
Vif imaging: -6; Glyco luc inh: 0; HTR2A ag: 6; CaV13 FRET inh: -5; aDG glyco act: 0.0; Cardio protect: -2; hiPSC survival: -1.5; PDI turbidity: 2; ABCB6 inh 2: 103; Exocytosis inh: 10

What do the screens show for `CCOc1ccccc1C(=O)NCC(=O)NCCCSc1ccccc1`?
Vif imaging: -3; Glyco luc inh: 2; HTR2A ag: -5; aDG glyco act: -0.4; Cardio protect: 8; hiPSC survival: -0.4; PDI turbidity: 0; ABCB6 inh 2: 100; Exocytosis inh: -3

What do the screens show for `COc1ccc(OC)c(-c2cc(C(=O)Nc3c(C)nn(Cc4ccccc4C)c3C)no2)c1`?
Vif imaging: 2; Glyco luc inh: -7; HTR2A ag: 1; CaV13 FRET inh: -5; aDG glyco act: 0.9; Cardio protect: 7; hiPSC survival: 4.8; PDI turbidity: 0; ABCB6 inh 2: 98; Exocytosis inh: -2

Results for CC(C)c1ccc(Nc2nc(CC(=O)O)cs2)cc1 ?
Glyco luc inh: -9; HTR2A ag: -2; CaV13 FRET inh: -4; aDG glyco act: -0.4; Cardio protect: -8; hiPSC survival: -3.6; PDI turbidity: inconclusive; ABCB6 inh 2: 100; Exocytosis inh: -4

What do the screens show for `CCOc1cc(C(=O)Nc2ccon2)cc(OCC)c1OCC`?
Vif imaging: -1; Glyco luc inh: 2; HTR2A ag: -1; CaV13 FRET inh: -9; aDG glyco act: -0.2; Cardio protect: 6; hiPSC survival: -0.3; PDI turbidity: 4; ABCB6 inh 2: 101; Exocytosis inh: -4

What do the screens show for `O=C(CCCn1c(SCC(=O)c2ccc(O)c(O)c2)nc2ccccc2c1=O)NCC1CCCO1` (stereo unspecified)?
Vif imaging: 0; Glyco luc inh: -2; HTR2A ag: -9; CaV13 FRET inh: -6; aDG glyco act: -0.3; Cardio protect: 53*; hiPSC survival: 0.3; PDI turbidity: 22; ABCB6 inh 2: 98; Exocytosis inh: 0

Results for Cc1ccc(CSCCNS(=O)(=O)c2ccc(C)cc2)cc1 ?
Vif imaging: 15; Glyco luc inh: 1; HTR2A ag: -3; CaV13 FRET inh: -5; aDG glyco act: 0.0; Cardio protect: -10; hiPSC survival: 0.5; PDI turbidity: 1; ABCB6 inh 2: 97; Exocytosis inh: -7

What do the screens show for `Cc1cccc(Nc2c3c(nc4ccccc24)CCC3)c1`?
Vif imaging: -9; Glyco luc inh: -1; HTR2A ag: -11; CaV13 FRET inh: -4; aDG glyco act: 0.9; Cardio protect: -17; hiPSC survival: -0.7; PDI turbidity: -6; ABCB6 inh 2: 96; Exocytosis inh: 27

What do the screens show for `Cc1ccc(Nc2ccc(C(N)=O)cc2[N+](=O)[O-])cc1C`?
Vif imaging: -4; Glyco luc inh: -4; HTR2A ag: -5; CaV13 FRET inh: -17; aDG glyco act: 0.5; Cardio protect: -13; hiPSC survival: 0.7; PDI turbidity: -6; ABCB6 inh 2: 103; Exocytosis inh: -2

What do the screens show for `Cn1cnc(S(=O)(=O)Nc2ccccc2C(=O)NCC2CC2)c1`?
Vif imaging: 18; Glyco luc inh: 2; HTR2A ag: -1; CaV13 FRET inh: 1; aDG glyco act: -0.2; Cardio protect: 1; hiPSC survival: -0.4; PDI turbidity: 3; ABCB6 inh 2: 97; Exocytosis inh: -7

Results for CSCCC(C(=O)Nc1c(C)cccc1C)n1c(-c2cnc(C)cn2)nc2ccccc21 (stereo unspecified) ?
HTR2A ag: -1; CaV13 FRET inh: -10; aDG glyco act: 0.1; Exocytosis inh: 13

What do the screens show for `Cc1[nH]n(-c2ccccc2)c(=O)c1C(C[N+](=O)[O-])c1ccccc1Cl` (stereo unspecified)?
Vif imaging: -5; Glyco luc inh: -3; HTR2A ag: -5; CaV13 FRET inh: -1; aDG glyco act: -0.1; Cardio protect: 18; hiPSC survival: 1.4; PDI turbidity: -2; ABCB6 inh 2: 106; Exocytosis inh: 6

Results for CN1OC[C@@H]2CN[C@H](c3ccc(-c4ccc(C#N)cc4)cc3)C[C@@H]21 ?
Vif imaging: -2; Glyco luc inh: -8; HTR2A ag: -4; CaV13 FRET inh: -7; aDG glyco act: -0.3; Cardio protect: 3; hiPSC survival: 0.8; PDI turbidity: -4; ABCB6 inh 2: 96; Exocytosis inh: 50

Results for CN(C(=O)CSc1nnc(-c2n[nH]c3ccccc23)o1)c1ccccc1 ?
Vif imaging: 1; Glyco luc inh: -5; HTR2A ag: -3; CaV13 FRET inh: -5; aDG glyco act: -0.2; Cardio protect: 8; hiPSC survival: 1.9; PDI turbidity: 1; ABCB6 inh 2: 96; Exocytosis inh: -1

What do the screens show for `CCCCc1ccc(NC(=S)N2CCCC2)cc1`?
Vif imaging: -4; Glyco luc inh: 2; HTR2A ag: -1; CaV13 FRET inh: -6; aDG glyco act: 0.3; Cardio protect: -7; hiPSC survival: -0.3; PDI turbidity: 0; ABCB6 inh 2: 97; Exocytosis inh: -1

What do the screens show for `COc1cccc(C(=O)Nc2cccc(NC(=O)c3ccccc3Cl)c2)c1`?
Vif imaging: 2; Glyco luc inh: -2; HTR2A ag: 1; CaV13 FRET inh: -4; aDG glyco act: 0.1; Cardio protect: 7; hiPSC survival: -0.1; PDI turbidity: 7; ABCB6 inh 2: 98; Exocytosis inh: -3

What do the screens show for `COc1cccc(NC(=O)NCC2CCN(Cc3ccc(F)cc3)CC2)c1`?
Vif imaging: 4; Glyco luc inh: -4; HTR2A ag: -7; CaV13 FRET inh: -4; aDG glyco act: 0.2; Cardio protect: -9; hiPSC survival: -0.4; PDI turbidity: 8; ABCB6 inh 2: 113; Exocytosis inh: 18
